Bioassay records (PubChem)
Gal4-VP16 FLuc = counter-screen for ROR gamma inhibitors: Gal4-VP16 reporter. Drosophila S2 Gal4-VP16 UAS-luciferase, luminescence, 20 h. Potency, µM (doses to about 53.6 µM), for the others: top-dose activity, negative = inhibition, actives largely listed as inhibitors. 3.5% of 310,000 active;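 note: Gal4-VP16 expression switched on by copper sulfate through the metallothionein promoter; potency is the fitted concentration of half-maximal effect; % is set by controls: 0 for no effect and ±100 for the full control effect; nearly all actives have a fitted effect of over 50% in size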
KCNH2 3.1 block = blocks the human KCNH2 3.1 channel isoform; AID 720553; U2OS KCNH2 3.1, thallium flux FluxOr; active compounds read low; activity change, % (tested at about 1.8 µM); 0.95% of 340,000 active;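 active = maximum activity change below -70%; inconclusive = maximum activity change from -70% to -50%; inactive = maximum activity change above -50%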;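 note: thallium influx rate constant from kinetic fluorescence after stimulation buffer; % is set by controls: 0 for no effect and ±100 for the full control effect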
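Kinetic fluorescence (2 min after stimulation buffer) measures Tl+ influx through KCNH2 3.1 expressed by viral transduction in U2OS cells; the rate constant is normalized against DMSO controls serving as positive and negative references.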
Menin-MLL TR inh = inhibitors of human menin-MLL interaction, mutant MLL peptide. O00255. Menin + Texas Red MLL mutant peptide, fluorescence polarization. Potency, µM (doses to about 61.6 µM), for inactives: at the top dose FP activity change, negative = inhibition, hits mostly inhibitors. 0.23% of 270,000 active. AID 1768; active = well fitted inhibition curve with a large enough effect in the polarisation, with a control signal flat, not every such curve was filed as active; inconclusive = small, poorly fitted or top-dose-only effect, or effect the other way, or a change in a side signal; inactive = no such curve, though single readings can be large or run the other way; the % refers to the polarisation; note: potency is the fitted concentration of half-maximal effect; % of control where 0% means no effect; many of its hits are not listed in these tables
Rab9 prom act = activates the Rab9 promoter; 2.8% of 320,000 active; AID 485297; Huh7 Rab9 promoter-luciferase reporter, luminescence, 24 h; Potency, µM (series often up to 9.22 µM), inactives show at the highest dose activation, negative = inhibition, usual class: activators; note: potency is the fitted concentration of half-maximal effect; % of control where 0% means no effect; nearly all actives have a fitted effect of over 60% in size
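Rab9 promoter-driven luciferase in stably transfected Huh7 cells; 1500 cells/well rested 2 h, exposed to compound in DMSO for 24 h at 37 °C, 5% CO2. Luminescence read 10 min after adding luciferase reagent at ambient temperature.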
Mito fusion act = mitochondrial division inhibition or fusion activation | S. cerevisiae fusion-defective mutant growth rescue, CellTiterGlo 48 h | Potency, µM (top dose mostly 46.1 µM), for the others: top-dose growth rescue (activation), hits mostly activators | 0.23% of 320,000 active | AID 485298;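 note: potency is the fitted concentration of half-maximal effect; % of control where 0% means no effect; nearly all actives have a fitted effect of over 45% in size; temperature-sensitive fusion mutants such as fzo1-1 at 37 °C on non-fermentable ethanol glycerol medium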
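Yeast fusion mutant, YPEG (non-fermentable carbon), compound, 48 h at 37C non-permissive; CellTiterGlo added, 10 min RT, luminescence read. Rescued growth = division inhibition.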
FLuc counter = counter-screen for miR-21 project: firefly luciferase inhibitors or activators; P08659; purified FLuc, Km substrates, luminescence inhibition; Potency, µM (series often up to 57.5 µM), inactives show top-dose activity change, negative = inhibition, actives largely listed as inhibitors; 6.9% of 360,000 active;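 note: potency is the fitted concentration of half-maximal effect; plate controls were vehicle for no effect and reference inhibitor for full effect; nearly all actives have a fitted effect of over 55% in size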
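Biochemical qHTS of compounds, final roughly 60 µM downward over six points, against 10 nM purified firefly luciferase using Km concentrations of substrates (10 uM D-luciferin, 10 uM ATP) in Tris acetate pH 7.5 buffer; luminescence output.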
PKM2 activator = activators of human pyruvate kinase M2. P14618. AID 1631. 0.34% of 260,000 active. Potency, µM (highest dose often 57.5 µM), for inactives: at the highest dose activation, actives largely listed as activators. purified PKM2, Kinase-Glo ATP luminescence, activation; response scale: 0% is enzyme alone, no compound; note: potency is the fitted concentration of half-maximal effect; % is set by controls: 0 for no effect and ±100 for the full control effect; nearly all actives have a fitted effect of over 55% in size
Target sequence (P14618 whole entry, looked up): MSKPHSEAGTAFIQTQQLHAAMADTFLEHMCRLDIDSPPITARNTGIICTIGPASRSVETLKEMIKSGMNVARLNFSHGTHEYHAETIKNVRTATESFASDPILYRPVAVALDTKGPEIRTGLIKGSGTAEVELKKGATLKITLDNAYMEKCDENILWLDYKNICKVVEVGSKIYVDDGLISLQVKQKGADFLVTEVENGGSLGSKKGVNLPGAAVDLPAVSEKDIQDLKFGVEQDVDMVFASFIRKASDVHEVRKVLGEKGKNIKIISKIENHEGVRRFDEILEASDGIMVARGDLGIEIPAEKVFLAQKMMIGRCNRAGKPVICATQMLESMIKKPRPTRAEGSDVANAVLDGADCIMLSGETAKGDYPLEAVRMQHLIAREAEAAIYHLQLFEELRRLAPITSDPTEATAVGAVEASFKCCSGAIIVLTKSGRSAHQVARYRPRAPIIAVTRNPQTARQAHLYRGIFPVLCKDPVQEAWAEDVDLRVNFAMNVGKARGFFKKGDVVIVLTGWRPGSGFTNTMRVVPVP
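hPK-M2, >95% pure; 0.1 mM ADP / 0.5 mM PEP final; imidazole pH7.2 buffer w/ 7 mM MgCl2, 50 mM KCl; 1 h RT; Kinase-Glo lum. Intermediate enzyme activity for dual inhibitor/activator qHTS.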
ELG1 repair inh = blocks ELG1-dependent DNA repair in HEK293T cells; HEK293T ELG1-luciferase reporter, luminescence, 16 h; DNA damage induced by 5-fluorouridine; AID 504467; 2.3% of 330,000 active; Potency, µM (series often up to 46.1 µM), for the others: at the highest dose activity change, negative = inhibition, actives largely listed as inhibitors; note: potency is the fitted concentration of half-maximal effect; % is set by controls: 0 for no effect and ±100 for the full control effect; nearly all actives have a fitted effect of over 55% in size
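Overnight (16 hr) co-exposure of 2,000 cells/well to 5-fluorouridine and compound at 37 °C preceded detection. Luciferase was quantified via ONE-Glo luminescence; loss of signal denotes inhibition.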
NPC1 promoter act = activators of NPC1 promoter; Huh7 NPC1 promoter luciferase reporter, 24 h; Potency, µM (highest dose often 9.22 µM), for inactives: top-dose activation, actives largely listed as activators; 2.4% of 320,000 active; AID 485313;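 note: potency is the fitted concentration of half-maximal effect; % of control where 0% means no effect; nearly all actives have a fitted effect of over 60% in size; reporter is driven by a mutant NPC1 promoter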
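Luminescence read-out of NPC1 promoter-driven luciferase in stably transfected Huh7 cells; compounds delivered in DMSO and left 24 h at 37C, 5% CO2, qHTS titration format.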
RORgamma inh = ROR gamma (mouse) transcription inhibition; Drosophila S2 Gal4-RORgamma UAS-luciferase reporter, 20 h; AID 2551; 5.4% of 310,000 active; Potency, µM (highest dose often 53.6 µM), for inactives: top-dose activity change, negative = inhibition, most hits filed as inhibitors; note: potency is the fitted concentration of half-maximal effect; % is set by controls: 0 for no effect and ±100 for the full control effect; nearly all actives have a fitted effect of over 60% in size
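Drosophila Schneider cells stably carrying a metallothionein-driven Gal4 DBD–ROR gamma fusion and a UAS-Photinus luciferase reporter were exposed to compound for 1 hr, then induced with copper sulfate (700 uM final) for 20 hr at ambient temperature before luminescence reading.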
MBNL1 CUG block = inhibitors of human MBNL1 binding to CUG repeat RNA; Potency, µM (doses to about 57.5 µM), without a hit: top-dose activity change, negative = inhibition, most hits filed as inhibitors; 0.036% of 280,000 active; AID 2675; TR-FRET MBNL1-His/biotin-(CUG)12 binding, 665/545 ratio; active = well fitted inhibition curve with a large enough effect in the signal ratio, with a control signal flat, not every such curve was filed as active; inconclusive = small, poorly fitted or top-dose-only effect, or effect the other way, or a change in a side signal; inactive = no such curve, though single readings can be large or run the other way; the % refers to the signal ratio; note: potency is the fitted concentration of half-maximal effect; % is set by controls: 0 for no effect and ±100 for the full control effect
Target sequence (Q9NR56 whole entry, looked up): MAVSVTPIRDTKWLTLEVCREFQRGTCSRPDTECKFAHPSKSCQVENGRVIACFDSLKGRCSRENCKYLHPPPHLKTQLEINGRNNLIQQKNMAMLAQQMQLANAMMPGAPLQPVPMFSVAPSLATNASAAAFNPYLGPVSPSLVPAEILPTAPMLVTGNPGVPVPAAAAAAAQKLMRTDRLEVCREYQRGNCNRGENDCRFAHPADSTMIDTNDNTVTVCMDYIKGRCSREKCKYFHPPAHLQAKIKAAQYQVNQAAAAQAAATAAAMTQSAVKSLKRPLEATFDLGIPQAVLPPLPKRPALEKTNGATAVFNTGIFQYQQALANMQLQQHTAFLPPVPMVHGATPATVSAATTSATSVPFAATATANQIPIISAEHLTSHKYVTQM
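His-tagged MBNL1 binding to biotinylated (CUG)12 RNA was measured by TR-FRET using terbium anti-His antibody (0.055 ng/ul final) and streptavidin-XL665 (5 nM final). Compounds were titrated 92 nM to 58 uM; 60 min at room temperature.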
* = called active by the depositor; ? = inconclusive; . = not tested or not shown; [ ] = dose if it differs, or a comment. Unless noted, calls come from the whole dose curve; as a rule, active = well fitted curve in the direction sought with a large enough effect; inconclusive = small, poorly fitted or top-dose-only effect, or another doubt; inactive = no such curve, though single readings can be large; an effect the other way counts as inactive or inconclusive. This is a subset. The share of hits here may be higher or lower than overall.

SMILES	Gal4-VP16 FLuc	KCNH2 3.1 block	Menin-MLL TR inh	Rab9 prom act	Mito fusion act	FLuc counter	PKM2 activator	ELG1 repair inh	NPC1 promoter act	RORgamma inh	MBNL1 CUG block
CCN1C(=O)[C@@H]2[C@H](C1=O)[C@@H]1C[C@H]3C(=O)N(CC)C(=O)[C@H]3[C@@H]3C1=C(C(=O)N1C(=O)OC(=NCC4CC4)[C@]31C)[C@@H]2C	-18%	6	.	-5%	24%	-2%	0%	0%	-7%	14%	-2%
CCOc1ccc(S(=O)(=O)N2CCN(c3ccc(OC)cc3)CC2)c2cccnc12	-1%	1	12%	3%	2%	0%	0%	-9%	0%	44%	-4%
COC(=O)C(NC(C)=O)(Nc1nc2ccc(C)cc2s1)C(F)(F)F (stereo unspecified)	3%	23	4%	0%	3%	-2%	11%	-1%	-3%	8%	-5%
Cc1ccccc1NC(=O)CSc1nc(COc2ccccc2)nc2ccccc12	-23%	-1	-18%	-3%	3%	-4%	0%	26µM*	0%	-38%	59%[activator]
COc1cccc(/C=N/Nc2nc(-c3cccnc3)nc3ccccc23)c1	-22%	-13	.	13%	-4%	1.5µM*	-3%	?	3%	?	0%
CCn1c(C)[n+](CCOC(C)=O)c2cc(Cl)c(Cl)cc21	3%	8	-8%	-4%	-7%	0%	-13%	-27%	-3%	-4%	7%
Cc1ccccc1NCC(=O)N/N=C\c1ccc([N+](=O)[O-])s1	-17%	18	12%	-19%	5%	-7%	6%	?	-1%	-3%	?
CCC(C)(C)C1CCC(NC(=O)N2CCN(c3ccccc3O)CC2)CC1 (stereo unspecified)	-13%	-12	-7%	10%	-4%	1%	.	6%	-5%	?	-3%
Cn1ncc(Cl)c1C(=O)N1CCN(c2cccc(Cl)c2)CC1	-5%	-3	.	-3%	4%	0%	3%	9%	5%	-13%	4%
O=C(NCc1ccco1)Oc1ccccc1	11%	2	8%	.	2%	?	1%	.	.	-12%	9%
COc1ccccc1Nc1nnc(SCC(=O)N2CCCC2=O)s1	26%	-4	2%	-7%	0%	9.5µM*	-6%	10%	2%	27%	-6%
O=C(CNS(=O)(=O)c1ccccc1)Nc1ccc(C(F)(F)F)cc1	?	18	?	-5%	-1%	-1%	-4%	0%	2%	24%	-1%
CC(C)=CCN1CCN(Cc2cccc3nonc23)CC1CCO (stereo unspecified)	-4%	6	14%	-3%	1%	1%	-1%	1%	-12%	-10%	?
CCN(CC)C1=NC=CC(c2ccccc2)=CC1C (stereo unspecified)	6%	-13	-1%	1%	-1%	4%	13%	-10%	-3%	-12%	-6%
O=[N+]([O-])c1ccc(Cl)c(-c2ccc(/C=N/n3cnnc3)o2)c1	4%	2	16%	1%	-1%	0%	.	10%	1%	18%	?
O=C(NCC(c1ccc(F)cc1)N1CCOCC1)c1cccnc1Sc1ccc(Cl)cc1 (stereo unspecified)	.	-18	.	1%	3%	8%	.	5%	0%	.	.
Cc1ccn2c(=O)c(C(=O)NCCC3=CCCCC3)c(O)nc2c1	6%	3	.	15%	-5%	6%	.	?	19%	-18%	1%
O=C(COC(=O)/C=C/c1ccc(Cl)cc1)NCCN1C(=O)CSC1=O	3%	12	2%	-1%	0%	1%	.	-2%	0%	19%	?
CC(C)c1ccc(S(=O)(=O)c2ccc(NN)cc2)cc1	1%	11	22%	2%	1%	2%	22%	-9%	0%	6%	-6%
CC(C)(C)c1ccc(OCCC(=O)NCCc2ccc(S(N)(=O)=O)cc2)cc1	-2%	0	.	1%	-2%	0%	-2%	0%	0%	-7%	-3%

In the list so far, these contain a furan ring, fused or not.
SMILES	Gal4-VP16 FLuc	KCNH2 3.1 block	Menin-MLL TR inh	Rab9 prom act	Mito fusion act	FLuc counter	PKM2 activator	ELG1 repair inh	NPC1 promoter act	RORgamma inh	MBNL1 CUG block
O=C(NCc1ccco1)Oc1ccccc1	11%	2	8%	.	2%	?	1%	.	.	-12%	9%
O=[N+]([O-])c1ccc(Cl)c(-c2ccc(/C=N/n3cnnc3)o2)c1	4%	2	16%	1%	-1%	0%	.	10%	1%	18%	?

(list continues)
SMILES	Gal4-VP16 FLuc	KCNH2 3.1 block	Menin-MLL TR inh	Rab9 prom act	Mito fusion act	FLuc counter	PKM2 activator	ELG1 repair inh	NPC1 promoter act	RORgamma inh	MBNL1 CUG block
CCN(CC)S(=O)(=O)c1ccc(C(=O)OCCNC(=O)c2cccnc2)cc1	-6%	4	7%	4%	-1%	1%	0%	9%	-1%	8%	6%
Cn1nc([N+](=O)[O-])nc1Oc1ccc2ccccc2c1	1%	-2	-1%	0%	2%	4%	4%	?	1%	-1%	?
COCCNC(=O)C(=O)c1c(-c2ccccc2)[nH]c2ccccc12	5%[10 µM]	6	16%	-10%	8%	-1%	2%	-17%	-1%	2%	8%
O=C(NCCc1ccccc1)c1nc2nc(-c3cccs3)cc(C(F)(F)F)n2n1	-16%	-23	-9%	14%	-20%	-20%	-5%	?	12%	37%	?
COC(=O)[C@@]12CCCCN1[C@H](c1ccc(-c3ccc4c(c3)OCO4)c(OC)c1)[C@@H]1C(=O)N(C)C(=O)[C@@H]12	.	-11	.	3%	?	0%	.	-15%	0%	.	.
CCC1CCCCN1CCCNC(=O)Cn1c(=O)c2cccn2c2cccnc21 (stereo unspecified)	-2%	24	-8%	2%	?	4%	4%[0.46 µM]	?	2%	?	1%
Cc1ccc(-n2nnnc2Sc2ccc(S(=O)(=O)NCCN(C)C)cc2[N+](=O)[O-])cc1	?	3	-5%	0%	-6%	-1%	0%	?	-1%	?	.
C#CCNC(=O)C1=C[C@H](c2ccccc2)C[C@H](OCCCCO)O1	3%	.	3%	0%	3%	-3%	4%	16%	-2%	-10%	-4%
CC1CCCCC1N=CC1=C(O)CC(C)(C)CC1=O (stereo unspecified)	-1%	-4	1%	5%	2%	-1%	-2%	?	5%	38%	1%
Cc1ccc(C(=O)CC(=O)c2cccc(F)c2)c(O)c1	?	0	6%	14%	11%	12µM*	-5%	0%	6%	11µM*	2%
Cc1csc(SCC(=O)NC2CCCCC2)n1	7%	-16	.	-4%	2%	4%	1%	4%	-2%	42%	-6%
CCCCn1c(SCC(=O)NC(=O)NCc2ccco2)nc2cc(S(N)(=O)=O)ccc21	1%	11	-1%	5%	0%	2%	14%	?	-2%	15%	0%
Cc1cccc2cc(=O)[nH]c(C)c12	-6%	12	8%	-2%	1%	2%	-7%	1%	-4%	-18%	-2%
COc1ccccc1/C=N/NC(=O)c1sc(C)nc1C	-13%[10 µM]	-3	-7%	-5%	3%	?	-3%	7%	-9%	-30%	-1%
O=C1CSC(c2ccc(Cl)cc2)N1c1cccnc1 (stereo unspecified)	-2%	-6	.	-2%	-2%	0%	0%	-1%	-1%	13%	.
CN1CCN(C(=S)SCC(=O)Nc2nc(-c3ccccc3)c(-c3ccccc3)o2)CC1	?	9	1%	1%	-2%	3%	-13%	?	2%	?	-1%
CC1(C)Cc2cccc(OCC(=O)Nc3cccnc3Cl)c2O1	5%	11	-6%	3%	2%	2%	-11%	?	0%	-7%	-12%
COc1ccc(CNC(=O)C(C)N2C(=O)NC3(CCCCCCC3)C2=O)cc1 (stereo unspecified)	.	-10	.	2%	-4%	0%	.	-8%	0%	.	.

Results in Mito fusion act, MBNL1 CUG block and ELG1 repair inh, for some of the entries so far:
Molecule	Mito fusion act	MBNL1 CUG block	ELG1 repair inh
CCN(CC)S(=O)(=O)c1ccc(C(=O)OCCNC(=O)c2cccnc2)cc1	-1%	6%	9%
C#CCNC(=O)C1=C[C@H](c2ccccc2)C[C@H](OCCCCO)O1	3%	-4%	16%
